Screening results from PubChem BioAssay.
HTR2A ag – mouse Htr2a agonists via beta-arrestin recruitment, primary screen, cell-based, luminescence. AID 624169, 2012. 5-hydroxytryptamine receptor 2A (Mus musculus), P35363. activation, % at 7.6 µM. 360,000 tested, 0.66% active. CHO-K1 mHTR2A beta-arrestin complementation; percent of 30 µM serotonin response;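 active = activation above a run cutoff, the mean activation of all tested compounds plus 3 SD, cut at about 14% in these data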;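 also: 0% = plate median of compound wells and 100% = 30 µM serotonin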
Target sequence (P35363 whole entry, looked up): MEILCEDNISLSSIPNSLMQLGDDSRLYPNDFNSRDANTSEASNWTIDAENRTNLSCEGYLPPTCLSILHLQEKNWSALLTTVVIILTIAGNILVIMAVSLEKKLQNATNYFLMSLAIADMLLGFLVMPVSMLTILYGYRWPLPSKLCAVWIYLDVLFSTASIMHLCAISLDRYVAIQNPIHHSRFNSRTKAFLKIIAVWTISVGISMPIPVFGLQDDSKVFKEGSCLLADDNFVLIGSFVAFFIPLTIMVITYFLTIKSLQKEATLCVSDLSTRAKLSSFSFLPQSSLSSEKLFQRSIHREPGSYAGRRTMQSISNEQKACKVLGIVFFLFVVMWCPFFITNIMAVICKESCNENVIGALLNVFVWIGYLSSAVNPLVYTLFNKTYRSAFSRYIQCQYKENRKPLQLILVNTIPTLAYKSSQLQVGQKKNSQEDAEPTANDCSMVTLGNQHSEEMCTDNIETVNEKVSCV
aDG glyco act – activators of alpha-DG glycosylation, primary screen, uHTS, Pro5-aDG cells, AlphaScreen; alpha-DG glycosylation AlphaScreen (IIH6); 0% Pro5, 100% B10-LARGE cell signal; activation, % at 10 µM; 360,000 tested, 0.22% active; AID 624168, 2012;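 active = activation of at least 8% versus controls, or a plate z-score of at least 8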;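 also: Pro5 are CHO cells carrying HIG-tagged alpha-DG that lacks glycosylation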
Granule exo inh – LAMP-1 surface exposure blockers, TALL-104 cells – cell-based, flow cytometry, MLPCN library, primary screen | TALL-104 LAMP-1 surface exposure; cells stimulated with thapsigargin and PMA | inhibition, % at 10 µM | 360,000 tested, 0.66% active;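 active = inhibition above about 55%, limit read from the data; inconclusive = no clear call, values can overlap the other calls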
CaV13 FRET inh – Primary screen for inhibitors of IQ motif and Ca2+-dependent inactivation inhibitor domain binding in CACNA1D, Förster resonance energy transfer in living cells, …. HEK cells, CFP/YFP FRET ICDI-IQ, plate reader, 10 min; percent FRET-ratio fall versus neutral wells. inhibition, % at 12.3 µM. 340,000 tested, 0.098% active. AID 743397;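 active = mean replicate inhibition of at least 30% and at least 1% of replicates passing that level; inconclusive = only one of the two criteria is met; inactive = neither criterion is met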;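 also: 0% = median of the neutral control wells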
Glyco luc inh – increase of ERlucT glycosylation luciferase signal, primary screen, N-linked glycosylation inhibitor project, D54 ERlucT cells, luminescence, set 2. D54 ERlucT glycosylation luciferase reporter, 24 h; percent of 100 nM tunicamycin response. reporter increase, % at 12.5 µM. 360,000 tested, 0.23% active;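 active = mean luciferase reporter signal, scaled so untreated is 0 and the glycosylation-blocking control 100, at or above a set limit in every replicate; inconclusive = mean reaches the limit but not every replicate does; inactive = mean below the limit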;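 also: luciferase carries N-glycosylation sites so blocking glycosylation raises the light; 0% = median of neutral control wells and 100% = median of 100 nM tunicamycin wells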
Cardio protect – cardioprotection against H2O2-induced cell death, primary screen, uHTS, H9c2 cells, ATPLite luminescence | H9c2 cardiomyocytes, H2O2 injury protection, 2 h | protection from H2O2 cell death, % at 20 µM | 360,000 tested, 0.63% active;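 active = compounds giving at least 50% protection of heart cells from peroxide-induced death in the single-dose screen, raw or plate-pattern-corrected value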;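 also: 0% = DMSO wells with peroxide and 100% = DMSO wells without peroxide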
Vif inh – HIV Vif self-association inhibitors, primary screen, imaging, HEK293T, single point; 340,000 tested, 0.35% active; HEK293T cells, Vif self-association by quenched fluorescence, 24 h; inhibition, % at 7.49 µM; in the data active = inhibition above about 50%, passing the limit was not always enough; inconclusive = no clear call, values can overlap the other calls; inactive = below about 31%; also: some results filed as inactive read as strong as hits
hiPSC survival – enhancers of single-cell hiPSC survival, primary screen, ATPlite luminescence | 100% = ROCK inhibitor wells, 0% = DMSO | survival enhancement, % at 20 µM | 360,000 tested, 0.044% active | AID 602274, 2012; in the data active = survival enhancement above about 18%;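 also: cells exposed to compounds for 16 hours before the ATP read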
ABCB6 inh MLPCN – ABCB6 transporter inhibitors, primary screen, K562-ABCB6 cells, flow cytometry, MLPCN library | AID 602162, 2011 | 360,000 tested, 0.19% active | fluorescence ratio to DMSO, % at 10 µM | ATP-binding cassette sub-family B member 6 (Homo sapiens), Q9NP58 | K562-ABCB6 porphyrin accumulation, 1 h; stronger effect = lower value;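 active = fluorescence ratio to DMSO below 75%, the collection mean minus 3 SD; inconclusive = too few cells collected in the well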;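 also: signal is porphyrin accumulated inside mitochondria; 100% equals median channel fluorescence of DMSO control wells; lower ratio means ABCB6 inhibition with less porphyrin fluorescence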
PDI turbidity – inhibitors of human PDI, primary screen, biochemical, turbidity, single point, plate reader. Protein disulfide-isomerase (Homo sapiens), P07237. PDI insulin aggregation turbidity, A650, 90 min. inhibition, % at 10 µM. 350,000 tested, 0.052% active. AID 588391, 2011;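 active = mean inhibition across replicates of 30% or more, whatever share of single replicates reach that level; inconclusive = mean inhibition below 30% while every single replicate reaches 30%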;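 also: absorbance from insulin aggregation driven by PDI reduction with DTT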
Target sequence (P07237 whole entry, looked up): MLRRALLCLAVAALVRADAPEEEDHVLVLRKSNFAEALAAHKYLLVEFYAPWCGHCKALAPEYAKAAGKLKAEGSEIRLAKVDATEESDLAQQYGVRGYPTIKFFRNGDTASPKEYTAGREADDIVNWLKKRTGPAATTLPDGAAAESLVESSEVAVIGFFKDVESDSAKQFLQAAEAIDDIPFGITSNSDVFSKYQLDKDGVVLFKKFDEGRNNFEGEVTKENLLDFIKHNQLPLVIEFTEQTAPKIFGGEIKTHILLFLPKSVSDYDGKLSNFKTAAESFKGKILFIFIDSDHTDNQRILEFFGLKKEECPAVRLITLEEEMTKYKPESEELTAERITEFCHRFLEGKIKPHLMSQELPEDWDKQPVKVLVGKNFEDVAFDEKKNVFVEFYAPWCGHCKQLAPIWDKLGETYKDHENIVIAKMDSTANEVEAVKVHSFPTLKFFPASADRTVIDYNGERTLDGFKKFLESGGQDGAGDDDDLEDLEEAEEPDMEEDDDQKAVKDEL
Active calls of the source: *; ? = inconclusive; / = no result given.

Values in the order – HTR2A ag	aDG glyco act	Granule exo inh	CaV13 FRET inh	Glyco luc inh	Cardio protect	Vif inh	hiPSC survival	ABCB6 inh MLPCN	PDI turbidity
> O=C(Nc1cccc(NS(=O)(=O)c2ccc(S(=O)(=O)NC3CC3)cc2)c1)c1ccccn1
    -8	-0.1	0	-5	1	-4	-13	0.7	99	2
> C=CCNc1nc(NCCOc2ccccc2Cl)c2sc(-c3ccccc3)cc2n1
    -13	4.3	47	-5	-10	-18	-6	1.0	88	-32
> COc1ccc(NC(=O)CC2Oc3ccc(C)cc3NC2=O)cc1 (stereo unspecified)
    -4	-0.1	-1	-2	3	-14	-13	0.2	102	/
> COC(=O)c1sccc1NC(=O)c1ccccc1[N+](=O)[O-]
    2	0.0	-2	-4	-1	-2	4	3.6	98	-6
> CCN(CC)CCn1c(O)c(N=O)c2ccccc21
    -1	-0.2	11	-6	0	2	/	1.6	92	-12
> CC(=O)c1c(C)[nH]c2ccccc2c1=O
    -1	0.0	0	-8	1	4	4	3.6	100	13
> CC(=O)Nc1ccc(SCc2csc(C)n2)cc1
    4	0.0	-10	-4	-2	-1	17	-0.2	98	-3
> CN1CCN(c2nc(NCc3ccco3)nc(N)c2[N+](=O)[O-])CC1
    -6	-0.2	1	-5	0	2	-3	-0.3	103	1
> Cc1ccc(S(=O)(=O)Nc2nc(C)c(NC(=O)Nc3ccc(Cl)cc3Cl)s2)cc1
    -3	-0.1	0	-4	-1	-3	5	3.9	90	0
> COC(=O)C1CCN(CC(=O)NC(=O)Nc2ccccc2F)CC1
    -4	2.0	-4	-5	-2	5	21	0.6	103	0

Other results.
Values in the order – HTR2A ag	aDG glyco act	Granule exo inh	CaV13 FRET inh	Glyco luc inh	Cardio protect	Vif inh	hiPSC survival	ABCB6 inh MLPCN	PDI turbidity
> C/C(=N\N(C)C)C1=C(O)c2ccccc2C1=O
    3	-0.3	0	-4	-2	2	-2	0.1	96	12
> O=C(CSc1n[nH]c(-c2ccccc2Cl)n1)NC1CCCCC1
    -3	0.0	2	-5	0	15	-10	-0.4	92	-20
> Cn1nc(C(=O)OCC(=O)c2ccc(Cl)cc2)c2ccccc2c1=O
    2	0.1	7	-6	1	5	19	-1.4	99	10
> COc1ccc(OC)c(CNC(=O)C2CCN(S(C)(=O)=O)CC2)c1
    3	-0.5	0	-5	2	-4	-1	-1.3	101	2
> NC(=O)C1CCN(C(=O)CCNS(=O)(=O)c2ccccc2F)CC1
    8	0.1	-5	-7	1	2	8	-0.2	106	0
> COc1ccc(Cl)cc1-n1c(N)c(C(N)=O)sc1=S
    0	0.0	0	-7	0	-10	-2	-0.6	100	9
> COc1ccccc1OCC(=O)Sc1ccc(C)cc1
    3	-0.2	2	-5	0	25	10	1.0	96	1
> Clc1ccc2c(NCCNC3CCCCC3)ccnc2c1
    1	1.4	-4	-6	-7	4	?	-5.7	104	-2
> COc1ccccc1NC(=S)NCCc1ccc(Cl)cc1
    -1	0.3	-5	0	-2	-7	-13	-0.4	101	15
> Cc1ccc(-c2[nH]c3ccccc3c2SCCNC(=O)c2cc3ccccc3oc2=O)cc1
    -9	0.1	-3	-9	-2	0	3	-2.5	93	/

Continued.
Values in the order – HTR2A ag	aDG glyco act	Granule exo inh	CaV13 FRET inh	Glyco luc inh	Cardio protect	Vif inh	hiPSC survival	ABCB6 inh MLPCN	PDI turbidity
> Cc1cc(C(=O)NCC(C)(C)N2CCOCC2)c(C)o1
    3	-0.3	-3	-14	2	0	17	-0.4	100	-2
> CCCC1CCC(=NNC(=O)CNc2ccc(OC)cc2)CC1 (stereo unspecified)
    -4	-0.1	-3	-2	3	3	-1	-0.7	99	-10
> C=CC[n+]1c(-c2ccc(Cl)cc2Cl)csc1Nc1c(C)n(C)n(-c2ccccc2)c1=O
    -5	1.1	-4	-5	-5	-23	-39	-0.3	86	-1
> O=C(NNC(=O)c1ccccc1[N+](=O)[O-])c1cnccn1
    -5	0.0	0	/	1	-1	0	-2.6	99	7
> Cn1c(=O)c(C(=O)c2ccccc2)c(O)c2ccccc21
    0	-0.1	1	-5	3	12	-10	1.9	95	-1
> CCOCCCNCC(=O)Nc1cc(S(=O)(=O)N2CCOCC2)ccc1N1CCOCC1
    2	0.2	-4	-5	0	1	-2	0.2	94	12
> Cn1cccc1C(=O)NC(=O)CSc1nnc(C2CC2)n1-c1ccccc1
    -1	-0.2	3	-5	-1	-2	?	3.3	99	2
> O=C(Nc1ccc(OC(F)F)c(Cl)c1)[C@@H]1CCCN1C(=O)c1cccs1
    -4	0.3	0	-4	0	0	-4	-0.6	101	1
> COCc1nnc(NC(=O)c2ccc(OC)cc2OC)s1
    2	0.3	-1	-5	-7	-12	0	-2.7	97	12
> O=C(CN=C1NS(=O)(=O)c2ccccc21)OCC(=O)c1cc(F)ccc1F
    -3	0.1	1	1	0	6	6	4.2	95	1

(continued)
Values in the order – HTR2A ag	aDG glyco act	Granule exo inh	CaV13 FRET inh	Glyco luc inh	Cardio protect	Vif inh	hiPSC survival	ABCB6 inh MLPCN	PDI turbidity
> O=C(c1ccco1)N1CCN(C(=O)C2CCN(S(=O)(=O)c3cnc[nH]3)CC2)CC1
    4	0.0	3	-2	3	1	-3	-0.8	88	-2
> CC(=O)Nc1ccc(OCC(O)Cn2cccn2)cc1 (stereo unspecified)
    1	0.0	-6	-21	1	-3	2	0.5	97	-3
> COCC(C)OC(=O)c1c(N)n(CCCN2CCOCC2)c2nc3ccccc3nc12 (stereo unspecified)
    -4	0.1	-2	-4	1	2	-1	-0.6	94	-2
> CCOC(=O)c1ccccc1NC(=O)CSc1nc2ccccc2c(=O)[nH]1
    7	0.1	4	-7	0	-1	-6	0.5	87	4
> C=CCN1C(=O)C(C(C)CC)NC1=S (stereo unspecified)
    7	0.2	-1	-3	2	3	8	3.2	113	-3
> C=C(C)Cn1c(CCCNC(=O)CC)nc2ccccc21
    -2	-0.1	-1	-9	0	3	-6	-0.4	99	-1
> Cc1n[nH]c(C)c1N1C(=O)c2cccc3c(N4CCCCCC4)ccc(c23)C1=O
    7	1.2	1	-16	-4	-20	/	2.3	188	-2
> CCOc1ccccc1/C=C/C(=O)NCC(=O)N1CCC(N(C)C2CCCCC2C)CC1 (stereo unspecified)
    1	-0.1	4	-3	-1	7	-5	-0.5	93	-9
> Cc1csc(NC(=O)CCCc2cccs2)n1
    0	-0.1	-14	-3	1	0	1	-0.2	99	10
> Oc1ccccc1-c1nc(NCc2cccnc2)c2ccccc2n1
    1	0.0	3	-13	2	-1	-9	0.5	92	9

Next part.
Values in the order – HTR2A ag	aDG glyco act	Granule exo inh	CaV13 FRET inh	Glyco luc inh	Cardio protect	Vif inh	hiPSC survival	ABCB6 inh MLPCN	PDI turbidity
> O=C(c1cccc(Cl)c1)N1CCC(=O)N(C(CO)Cc2ccccc2)CC1 (stereo unspecified)
    2	0.0	24	-6	-2	8	/	2.7	99	1
> Cc1occc1C(=O)NC1CCCN(Cc2ccc(Cl)cc2)C1 (stereo unspecified)
    -9	-0.4	6	-2	-2	-1	0	-0.1	96	2
> Cc1ccc(S(=O)(=O)Nc2nc(-c3ccccc3)cs2)cc1
    -3	0.0	5	-4	1	1	-1	-0.4	98	-2
> O=S(=O)(c1cccc(Cl)c1)N1CCSc2ccccc21
    -8	0.1	12	-5	0	-6	4	-0.4	100	-4
> O=C(O)COCC(=O)NC1CCN(Cc2ccccc2)CC1
    1	-0.1	0	-5	0	-2	-4	0.0	97	-3
> COc1cc(C(c2c(C)[nH][nH]c2=O)c2c(C)[nH][nH]c2=O)ccc1OS(=O)(=O)c1ccc(C)cc1
    -1	0.4	5	-4	3	4	-1	-3.0	93	5
> CCOC(=O)c1ccc(C(=O)NNC(=O)C2C3C=CC(C3)C2C(=O)O)cc1 (stereo unspecified)
    2	0.2	-2	/	1	1	-8	-0.6	100	0
> N#Cc1c(/N=C/c2ccco2)sc2c1CCCCC2
    14*	-0.3	4	-11	2	-28	11	2.4	94	3
> CCN1CCN(CC(=O)c2ccc(C)cc2)CC1
    -1	-0.1	-2	-4	1	13	3	-0.1	95	-4
> O=C(c1ccc2ncsc2c1)N1CCCCC1
    2	-0.1	12	-2	/	4	/	0.0	104	2

The list continues.
Values in the order – HTR2A ag	aDG glyco act	Granule exo inh	CaV13 FRET inh	Glyco luc inh	Cardio protect	Vif inh	hiPSC survival	ABCB6 inh MLPCN	PDI turbidity
> CCCCNC(=O)CSc1nc2ccc(C)cc2[nH]1
    0	0.1	-2	3	0	-9	-2	1.0	95	-8
> CCCn1nnnc1SCC(=O)Nc1nnc(CC)s1
    0	0.1	-2	/	2	-4	/	1.7	112	-4
> Cc1c(-c2cc(C(=O)O)on2)cnn1C
    1	0.1	-1	-7	1	2	22	-1.3	96	1
> CC1(C(=O)NS(=O)(=O)c2cccs2)CCN1C(=O)CC1CCCCC1 (stereo unspecified)
    -1	0.1	-1	-6	2	8	/	1.5	99	-12
> CCOC(=O)Cc1nnc(NC(=O)C(CC)Sc2nnc3c4ccccc4n(C)c3n2)s1 (stereo unspecified)
    9	-0.1	-1	-8	2	-2	14	2.8	74*	-13
> Cc1ccc(Cl)cc1N1CCN(Cc2cc(=O)n3ccsc3n2)CC1
    0	0.0	0	-4	-5	40	-9	-0.1	106	0
> COc1ccc(Cl)cc1NC(=O)C1CCCN(c2ncnc3c2nc2n3CCCCC2)C1 (stereo unspecified)
    -2	0.3	0	-12	1	5	1	0.8	102	0
> c1csc(-c2ccc(N3CCOCC3)nn2)c1
    6	0.2	-6	-6	-15	-17	2	-0.9	78	-5
